Screens: PubChem BioAssay, several laboratories
TRPC4 potent: allosterically enhances the mouse TRPC4 cation channel; hit rate 0.42% among 310,000; Q9QUQ5; AID 2227; B-score at 10 µM; HEK293 TRPC4beta/mu-opioid, DAMGO EC20, Fluo-4 Ca2+ flux; active compounds read high;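 active means B-score of calcium response area above 5 SD of library B-scores, with initial fluorescence ratio within 5 SD of library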;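 further: B-score of integrated fluorescence ratio over time as area under calcium response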
KCNQ1 inh: human KCNQ1 channel inhibition | CHO-K1 KCNQ1, FluxOR thallium flux fluorescence; active compounds read high | AID 2642 | B-score at 10 µM | hit rate 1.3% among 310,000 | P51787;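 active means compounds whose thallium flux B-score, printed positive for inhibition, exceeds three library SD while starting fluorescence stays within three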;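 further: channel opened by potassium depolarization with thallium stimulus after 20 min compound exposure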
Target sequence (P51787 whole entry, looked up): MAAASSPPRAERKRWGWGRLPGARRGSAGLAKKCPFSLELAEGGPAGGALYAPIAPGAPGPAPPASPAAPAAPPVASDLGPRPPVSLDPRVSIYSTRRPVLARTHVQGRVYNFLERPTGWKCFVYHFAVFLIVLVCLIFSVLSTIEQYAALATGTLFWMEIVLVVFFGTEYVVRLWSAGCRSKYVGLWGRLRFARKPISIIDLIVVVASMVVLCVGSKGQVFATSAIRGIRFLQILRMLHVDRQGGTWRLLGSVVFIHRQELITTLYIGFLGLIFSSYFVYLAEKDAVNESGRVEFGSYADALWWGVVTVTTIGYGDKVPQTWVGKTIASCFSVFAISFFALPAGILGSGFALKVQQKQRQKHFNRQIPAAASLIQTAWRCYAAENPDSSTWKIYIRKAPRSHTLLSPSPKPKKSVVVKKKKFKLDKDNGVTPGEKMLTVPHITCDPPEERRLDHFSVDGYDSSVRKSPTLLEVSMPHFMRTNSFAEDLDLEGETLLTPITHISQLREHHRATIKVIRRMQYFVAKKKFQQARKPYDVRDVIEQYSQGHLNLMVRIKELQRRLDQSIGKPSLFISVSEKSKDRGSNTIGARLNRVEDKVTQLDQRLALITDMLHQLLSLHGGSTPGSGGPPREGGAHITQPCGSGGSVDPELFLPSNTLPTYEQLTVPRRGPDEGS
ANO1 block: inhibitors of mouse TMEM16A calcium-activated chloride channel; Q8BHY3; HEK293 TMEM16A/YFP iodide influx fluorescence, ionomycin; normalized B-score (activity score, 25-100; higher = stronger inhibition) at 10 µM; hit rate 1.2% among 310,000; AID 588511;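 active means ratio plate-corrected score three or more library SD toward inhibition, starting fluorescence score within five deviations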;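 further: score derived from kinetic fluorescence span divided by baseline fluorescence per well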
TRPC4 agonist: opens the mouse TRPC4 cation channel; hit rate 0.49% among 310,000; B-score at 10 µM; HEK293 TRPC4beta/mu-opioid, Fluo4 calcium fluorescence; active compounds read high;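 active means B-score above 5 SD of library B-scores, and initial fluorescence ratio not above library mean plus 5 SD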;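 further: positive B-score marks a calcium rise read as TRPC4 activation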
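Assay system: HEK293 stable line with TRPC4beta plus mu-opioid receptor. Times: dye 45 min RT, read 110 s. Measured by: kinetic Fluo4 calcium fluorescence. Measure: B score of integrated ratio. Controls: assay buffer as low control, maximal DAMGO as high control.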
hERG protect: hERG (human) protection from proarrhythmic block; Q12809; CHO-hERG, FluxOR thallium flux, dofetilide IC70 present; activation (rescue from dofetilide block), less the hit threshold, % at 10 µM; hit rate 0.51% among 310,000; AID 1511;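 active means activation above the mean of controls blocked by dofetilide plus 5 SD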;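 further: thallium influx through hERG after potassium depolarization seen as dye fluorescence rise; in these data hits start at about 4.7%; inactives centre near -7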
KCNQ1 act: human KCNQ1 channel potentiation or activation. CHO-K1 KCNQ1, thallium flux FluxOR fluorescence; active compounds read high. B-score at 10 µM. hit rate 0.35% among 310,000;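 active means fluorescence ratio B-score, a plate-corrected score, at least three library SD, with initial intensity B-score within 5 SD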
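System: CHO-K1 cells stably expressing KCNQ1 / Medium: assay buffer for compound exposure, DMSO matched across wells / Reagent: thallium- and potassium-containing depolarizing buffer / Compound: one concentration, matched DMSO / Incubation: 20 min compound pretreatment at room temperature / Measured by: kinetic FluxOR fluorescence, 10 s baseline plus 110 s post-stimulus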
Dyrk1A ADPGlo: Dyrk1A (rat) kinase inhibition | Q63470 | ADP-Glo luminescence, NFATc1 peptide | inhibition, % at 12.5 µM | hit rate 0.43% among 310,000 | AID 504441; in the data active means inhibition above about 50%;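 further: plate controls were vehicle with enzyme for no effect and no enzyme for full effect; many of its hits are not listed in these tables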
KCNK3 inh: human KCNK3 channel inhibition, primary screen. CHO-KCNK3 thallium flux, FluxOR fluorescence; active compounds read low. AID 602410. O14649. B-score at 10 µM. hit rate 0.84% among 340,000;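 active means B-score under library mean minus 4 SD, starting fluorescence ratio at most library mean plus 5 SD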;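 further: more negative B-score means stronger inhibition of thallium flux through KCNK3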
Target sequence (O14649 whole entry, looked up): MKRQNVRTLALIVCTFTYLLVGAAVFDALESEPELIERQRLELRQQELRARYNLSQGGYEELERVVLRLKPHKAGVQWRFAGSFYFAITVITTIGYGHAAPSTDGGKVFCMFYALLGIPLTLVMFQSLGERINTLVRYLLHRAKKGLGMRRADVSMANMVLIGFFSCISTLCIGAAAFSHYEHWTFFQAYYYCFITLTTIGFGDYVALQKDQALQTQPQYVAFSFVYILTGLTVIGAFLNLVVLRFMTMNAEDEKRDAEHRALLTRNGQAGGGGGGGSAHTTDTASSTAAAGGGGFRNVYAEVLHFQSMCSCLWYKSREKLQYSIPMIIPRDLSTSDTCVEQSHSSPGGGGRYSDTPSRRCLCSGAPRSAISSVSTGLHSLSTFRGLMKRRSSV
KCNK9 block: human KCNK9 channel inhibition. Q9NPC2. HEK293 KCNK9, FluxOR thallium flux fluorescence; active compounds read low. B-score at 10 µM. hit rate 1.2% among 310,000. AID 488922;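 active means ratio B-score over 3 SD below the library mean, with starting fluorescence within 5 SD of its mean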;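 further: negative B-score means less thallium flux so channel inhibition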
HDAC3 inh: blocks human histone deacetylase 3; recombinant HDAC3, fluorogenic peptide/trypsin coupled, fluorescence; inhibition, % at 8.3 µM; hit rate 0.15% among 320,000; in the data active means inhibition above about 26%, passing the limit was not always enough; inconclusive means no clear call, values can overlap the other calls
TMEM16A act: activates or potentiates the mouse TMEM16A chloride channel | B-score at 10 µM | Q8BHY3 | HEK293 TMEM16A/YFP-H148Q/I152L, iodide quench fluorescence; active compounds read low | hit rate 0.3% among 340,000;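 active means fluorescence-ratio B-score plate-corrected deviation score at least 3 library SD below zero, with starting fluorescence score within 5 deviations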;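 further: channel opened by trigger with iodide after compound preincubation; score built on the fluorescence ratio of max minus min over baseline; more negative score means more quench and so TMEM16A activation or potentiation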
Active calls of the source: *; i = inactive; ? = inconclusive; nt = not tested or not shown. These rows are one share of the data; rates above refer to the full screens.

SMILES	TRPC4 potent	KCNQ1 inh	ANO1 block	TRPC4 agonist	hERG protect	KCNQ1 act	Dyrk1A ADPGlo	KCNK3 inh	KCNK9 block	HDAC3 inh	TMEM16A act
O=C(COc1ccc(S(=O)(=O)N2CCOCC2)cc1)NCc1ccccc1	i	i	i	i	-7.4	i	-2.2	i	i	-1.3	i
COc1ccccc1CCNC(=O)c1ccc(C)o1	i	i	i	i	-4.4	i	0.9	i	i	4.0	i
O=C(CC1Oc2ccccc2NC1=O)NCc1ccccc1 (stereo not given)	i	i	i	i	-2.3	i	-7.4	i	i	-0.4	i
COc1cccc(NC(=O)Nc2ccc3nsnc3c2)c1	i	i	i	i	-13.0	i	3.4	i	i	6.4	i
O=C(NCCC1=CCCCC1)C(=O)NCC(c1ccco1)N1CCN(c2ccccc2F)CC1 (stereo not given)	i	i	i	i	-8.2	i	-1.9	i	i	2.7	i
COC(=O)c1ccc(NS(=O)(=O)NC(=O)c2cn(C)c3ccccc23)cc1	i	i	i	i	-8.8	i	4.1	i	i	-3.2	i
COc1ccc(-c2csc(NC(=S)NC(=O)c3cccs3)n2)cc1Br	i	i	i	i	8.6*	9*	nt	i	i	-7.8	i
Cc1cc([N+](=O)[O-])nn1CCCC(=O)Nc1cc(Oc2ccc(F)cc2)cc([N+](=O)[O-])c1	i	i	i	i	-5.4	i	4.5	i	i	6.1	i
CCOC(=O)C(=O)/C(=C\N(C)C)c1onc(-c2c(F)cccc2Cl)c1C(=O)OC	i	i	i	i	-7.0	i	nt	i	i	2.5	i
CN(/C(=N\S(=O)(=O)c1ccccc1)c1ccccc1)c1ccc(O)cc1	i	i	i	i	-3.8	i	-3.4	i	i	-7.0	i
CN(CC(=O)Nc1ccccn1)S(=O)(=O)c1ccc(Cl)cc1	i	i	i	i	-5.2	i	18.5	i	i	-2.5	i
CCCS(=O)(=O)N1CCN(CC2CC=CCC2)CC1 (stereo not given)	i	i	i	i	-5.0	i	-0.9	i	i	-1.1	i
O=C(Nc1ccon1)c1cccc(S(=O)(=O)N2CCCCCC2)c1	i	i	i	i	-10.8	i	2.1	i	i	0.8	i
CCCn1c(SCc2cc(=O)[nH]c3ccccc23)nc2c1c(=O)n(C)c(=O)n2C	i	i	i	i	-17.3	i	2.5	i	i	4.1	i
O=C(Nc1ccc2c(c1)OCO2)N1CCN(c2ccccc2)CC1	i	i	i	i	-8.8	i	2.1	i	i	-5.0	i
COc1ccc(S(=O)(=O)N2CCCCC2)cc1NC(=O)c1ccc2c(c1)OCO2	i	i	i	i	-6.7	i	1.2	i	i	-2.6	i
O=c1[nH]c(=O)n(Cc2ccco2)c2c1C(C(F)(F)F)(C(F)(F)F)N=C(C1CCCCC1)N2	i	i	i	i	-9.8	i	0.0	i	i	-0.4	i
CC(C(=O)Nc1ccccc1Br)c1ccc([N+](=O)[O-])cc1 (stereo not given)	i	i	i	i	-7.0	i	-4.8	i	i	6.4	i
CCN(CC)S(=O)(=O)c1ccc(N/N=C/c2ccc(O)cc2)nc1	i	i	i	i	-5.6	i	-0.5	i	i	6.3	i
O=c1[nH]c(/C=C/c2ccc(Br)cc2)nc2ccccc12	i	i	i	i	-5.5	i	-1.5	i	i	-7.2	i
CC(C)(C)C(=O)Nc1ccc(-c2cn3ccsc3n2)cc1	i	i	i	i	-3.2	i	-4.2	i	i	7.4	i
CCN(CCN(C)C)C(=O)C1CCN(S(=O)(=O)c2c(C)noc2/C=C/c2ccccc2F)CC1	i	i	i	i	-8.6	i	nt	i	i	1.6	i
COc1ccc(CCC(C)NCc2ccc(F)cc2)cc1 (stereo not given)	i	i	i	i	-5.9	i	nt	i	i	-4.2	i
CCc1ccc2[nH]c(C(=O)Nc3ccc4c(c3)OCO4)cc2c1	i	i	i	i	-12.0	i	12.0	i	i	-2.0	i
Cc1cc(C)cc(NC(N)=S)c1	i	i	i	i	-5.6	i	-1.9	i	i	-3.6	i
CC(C)N(Cc1cnn(C)c1)Cc1nc(-c2ccc(Cl)cc2)no1	i	i	i	i	-6.2	i	9.7	i	i	-2.3	i
COc1ccc(Nc2ccc3c(c2)=NC2(CCCCC2)[N+]=3[O-])cc1	i	i	i	i	-26.1	i	4.3	i	i	?	i
N/C(=N\OC(=O)c1cc(-c2ccccc2)nc2ccccc12)c1ccc(Cl)cc1	i	i	i	i	-20.1	i	-3.5	i	i	0.4	i
Cc1cccnc1NC(=O)c1ccccc1NC(=O)C(C)(C)C	i	i	i	i	2.8	i	3.2	i	i	-2.4	i
COc1ccc(OCC(=O)NCCS(=O)(=O)N2CCN(c3ccc(F)cc3)CC2)cc1	i	i	i	i	-11.1	i	4.4	i	i	-0.6	i
O=C(c1cccc(N2C(=O)c3ccccc3C2=O)c1)N1CCCCCC1	i	i	i	i	-2.1	i	-4.3	i	i	-1.2	i
CCCC1(C(=O)OCC)NC(c2cc(OC)c(OC)c(OC)c2)C2C(=O)N(CC)C(=O)C21 (stereo not given)	i	i	i	i	-3.8	i	-4.0	i	i	-1.5	i
CCCCCCCNc1cccc(C)c1	i	i	i	i	-13.3	i	2.5	i	i	-6.1	i
NC(=O)c1cc(S(=O)(=O)N2CCCCC2)cs1	i	i	i	i	-2.5	i	-5.9	i	i	-2.4	i
Cn1nccc1C(=O)OCC(=O)Nc1ccc(S(N)(=O)=O)cc1	i	i	i	i	-4.3	i	-1.2	i	i	-7.0	i
COc1ccccc1C/C(N)=N/OC(=O)COc1ccc(C)cc1	i	i	i	i	-3.5	i	nt	i	i	1.8	i
CC(C)(C)SCCNC(=O)c1ccccc1	i	i	i	i	-4.0	i	17.0	i	i	nt	i
CCOC(=O)c1csc(NC(=O)CC2CCCC2)n1	i	i	i	i	-7.6	i	nt	i	i	1.7	i
O=C(O)CC(NC(=O)C1CCCCC1)c1ccc(OC2CCCC2)cc1 (stereo not given)	i	i	i	i	-6.1	i	-3.4	i	i	-0.3	i
CCN1CCN(C(=S)Nc2ccc3nc4n(c(=O)c3c2)CCCCC4)CC1	i	i	i	i	-15.5	i	14.9	i	i	-0.7	i
CCCCCCn1nc(C(=O)OCC(=O)c2c(N)n(C)c(=O)n(C)c2=O)c2ccccc2c1=O	i	i	i	i	-35.7	i	-6.1	i	i	4.7	i
Cc1sc(NC(=O)c2ccco2)c(C(c2ccccc2)N2CCC(C)CC2)c1C (stereo not given)	i	i	i	i	-12.7	i	8.5	i	-6.99*	1.1	i
Cc1nc(-n2nnc3ccccc32)c2c3c(sc2n1)CCCC3	i	i	i	i	-9.1	i	1.3	i	i	-3.1	i
CN1CCCN(C2C3CC4CC(C3)CC2C4)CC1 (stereo not given)	i	i	i	i	-8.3	i	1.8	i	i	0.6	i
CC(C)Cc1nnc(NC(=O)CCC(=O)Nc2ccc3cn[nH]c3c2)s1	i	i	i	i	3.0	i	6.7	i	i	0.1	i
Cc1nc(N)c(C#N)c(-c2ccccc2)c1C	i	i	i	i	-10.1	i	0.8	i	i	0.6	i
COc1cc(/C=N/N2CCN(c3ccccc3OC)CC2)ccc1O	i	i	i	i	-7.5	i	10.6	i	i	6.8	i
O=C(N/N=C\c1cc2c(cc1Cl)OCO2)c1cccnc1	i	i	i	i	-3.8	i	-0.3	i	i	3.2	i
O=C(NCSC1=NCCS1)c1ccccc1	i	i	i	i	-6.6	i	-6.3	i	i	-1.5	i
CC1CN(C(=O)CCC(=O)NCCCN2CCC(Cc3ccccc3)CC2)c2cc(Cl)ccc2O1 (stereo not given)	i	i	i	i	-19.5	i	nt	i	i	0.0	i

A portion taken from the entries so far, as a working copy:
SMILES	TRPC4 potent	KCNQ1 inh	ANO1 block	TRPC4 agonist	hERG protect	KCNQ1 act	Dyrk1A ADPGlo	KCNK3 inh	KCNK9 block	HDAC3 inh	TMEM16A act
O=C(NCSC1=NCCS1)c1ccccc1	i	i	i	i	-6.6	i	-6.3	i	i	-1.5	i
CC1CN(C(=O)CCC(=O)NCCCN2CCC(Cc3ccccc3)CC2)c2cc(Cl)ccc2O1 (stereo not given)	i	i	i	i	-19.5	i	nt	i	i	0.0	i

The list continues:
SMILES	TRPC4 potent	KCNQ1 inh	ANO1 block	TRPC4 agonist	hERG protect	KCNQ1 act	Dyrk1A ADPGlo	KCNK3 inh	KCNK9 block	HDAC3 inh	TMEM16A act
CCCCSC1(SCCCC)N=C(N)C2(C#N)C(c3ccccc3)NC(C)=C(C)C12C#N (stereo not given)	i	i	i	i	-13.2	i	-6.1	i	i	2.1	i
Cc1cc(Br)c(OCc2ccc(C(=O)N/N=C3\CC(=O)CC(C)(C)C3)cc2)c(Br)c1	i	i	i	i	-7.6	i	0.9	i	i	8.0	i
CN(C)c1c([N+](=O)[O-])cc2[nH]c(=O)[nH]c2c1[N+](=O)[O-]	i	i	i	i	-18.2	i	-2.0	i	i	1.8	i
CCn1c(C)[n+](Cc2ccccc2)c2ccc(C(=O)OC)cc21	i	i	i	i	-4.8	i	3.4	i	i	2.8	i
CCc1cccc(CC)c1NC(=S)NCc1nc2ccccc2[nH]1	i	i	i	i	-17.5	i	-1.6	i	i	0.4	i
Cc1ccsc1/C=N/NC(=O)c1ccccn1	i	i	i	i	4.7*	i	-10.7	i	i	2.9	i
COc1ccc(CCNC(=O)CCNC(=O)N2CC(=O)Nc3ccccc32)cc1	i	i	i	i	-10.3	i	8.4	i	i	6.0	i
Cc1ccc(S(=O)(=O)N2CCC(C(=O)N3CCC[C@H]3C(=O)NC3CCS(=O)(=O)C3)CC2)cc1 (stereo not given in full)	i	i	i	i	-5.0	i	-0.3	i	i	0.6	i
CCOC(=O)c1cnc2cc3c(cn2c1=O)CCCC3	i	i	i	i	-6.1	i	-2.2	i	i	-26.2	i
CCN(CC(=O)Nc1ccc(NC(C)=O)cc1)C(=O)CCCc1nc2ccccc2c(=O)[nH]1	i	i	i	i	-10.4	i	3.7	i	i	15.0	i
O=C(Cn1nnc2ccccc21)N1CCCCC1	i	i	i	i	-12.5	i	-1.3	i	i	-1.4	i
Cc1ccc(/C(N)=N/OC(=O)CCC2CCCC2)cc1	i	i	i	i	-11.2	i	3.0	i	i	6.0	i
Cc1ccc(C(=O)N2CCN(c3ccc(NC(=O)COc4ccccc4C)cc3)CC2)cc1	i	i	i	i	-2.6	i	-2.1	i	i	8.5	i
CCC(C)(C)n1nnnc1C(c1ccccc1F)N1CCN(C(=O)c2ccco2)CC1 (stereo not given)	i	i	i	i	-2.7	i	-1.6	i	i	0.3	i
COC(=O)c1ccc(NC(=O)c2ccc(CN3CCOCC3)cc2)cc1	i	i	i	i	-8.3	i	2.5	i	i	0.9	i
